# Compound activity (PubChem BioAssay)
# Bim-Mcl-1 – inhibitors of Bim-Mcl-1 interaction, human; Q07820; Bead-based flow cytometry, Bim peptide-Mcl-1 binding; inhibition, % at 10 µM; 0.1% of 190,000 active; AID 1009; in the data active = inhibition above about 40%;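 note: 0% = no compound tracer wells and 100% = peptide blocker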
# Target sequence (Q07820 whole entry, looked up): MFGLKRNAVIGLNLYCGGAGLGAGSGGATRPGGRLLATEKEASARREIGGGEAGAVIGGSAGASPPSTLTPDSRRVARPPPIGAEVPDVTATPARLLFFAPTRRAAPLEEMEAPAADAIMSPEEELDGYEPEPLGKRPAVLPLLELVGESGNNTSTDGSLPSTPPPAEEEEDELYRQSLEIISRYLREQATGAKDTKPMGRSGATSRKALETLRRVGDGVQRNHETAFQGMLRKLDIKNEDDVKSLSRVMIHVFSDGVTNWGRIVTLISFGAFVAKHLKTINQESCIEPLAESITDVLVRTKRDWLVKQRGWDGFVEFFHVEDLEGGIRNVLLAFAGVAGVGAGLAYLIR
# Avidin bead fluor – avidin bead compound fluorescence profile. 0.38% of 220,000 active. AID 1775. fluorescence (KMESF) at 10 µM. Avidin beads, compound fluorescence 488/530 nm, flow cytometry; active compounds read high; in the data active = fluorescence above about 47; note: inactives centre near 10
# RGS7-Gao – modulates binding of RGS7 to human Galphao; 0.35% of 220,000 active; Multiplexed bead flow cytometry; actives lie on both sides; binding response (% of control), % at 10 µM; in the data active = binding response below about 49% or above about 150%; inconclusive = no clear call, values can overlap the other calls; inactive = in between;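 note: fluorescent Galphao held in activated GDP-AlF4 state binding bead-coupled RGS7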
# RGS8-Gao reg – modulates binding of RGS8 to human Galphao. 0.34% of 220,000 active. P09471. AID 1423. multiplexed bead flow cytometry; actives lie on both sides. response (percent of control binding), % at 10 µM; in the data active = response below about 60% or above about 140%; inactive = in between;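 note: Galphao activated as the GDP aluminium fluoride complex binding bead-coupled RGS8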
# GSH bead fluor – GSH bead compound fluorescence profile. 0.25% of 190,000 active. GSH beads flow cytometry, compound fluorescence 488/530 nm; active compounds read high. fluorescence (KMESF) at 10 µM. AID 1776; in the data active = fluorescence above about 89;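 note: glutathione beads carrying GST-tagged Bcl family fusion proteins plus one bare bead set; values are compound well signal with DMSO vehicle wells as background; inactives centre near 16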
# RGS4-Gao reg – modulates binding of RGS4 to human Galphao; Multiplexed bead flow cytometry; actives lie on both sides; binding response (% of control), % at 10 µM; 0.33% of 220,000 active; in the data active = binding response below about 49% or above about 150%; inactive = in between;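 note: fluorescent Galphao activated with aluminum fluoride binding bead-coupled RGS4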
# Mcl1-Bid inh – disrupts binding of human Mcl-1 to Bid peptide | Q07820 | TR-FRET Mcl-1/Bid-Dy647 peptide binding, 1536-well | inhibition, % at 21.7 µM | 0.97% of 220,000 active | AID 1021;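 active = compounds that cut the binding signal by more than half at the single screening dose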;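 note: His-tagged Mcl-1 with europium anti-His antibody binding Bid BH3 peptide; 0% = Mcl-1 plus peptide wells and 100% = peptide-only wells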
# Pf gamet viab – P. falciparum stage V gametocyte viability inhibition; P. falciparum stage V gametocytes, ATP luminescence, 24 h; inhibition, % at 10.9 µM; 0.065% of 150,000 active;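 active = inhibition above the mean plus 3 SD of compounds within the control limits, set per campaign, cut at about 38% in these data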;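 note: 0% = DMSO wells and 100% = medium only without gametocytes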
# Mcl1 Noxa PPI – disrupts binding of human Mcl-1 to Noxa peptide. TR-FRET Mcl-1/Noxa peptide binding, 2 h. inhibition, % at 21.7 µM. 1.5% of 220,000 active. AID 1022;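 active = compounds that cut the protein-peptide binding signal by more than 50% relative to plate controls in a single-dose test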;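 note: His-tagged Mcl-1 with rhodamine Noxa BH3 peptide and terbium anti-His antibody; 0% = Mcl-1 plus Noxa peptide wells and 100% = peptide-only wells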
# ABCB1 inh – inhibitors of human ABCB1 transporter, ABCG2 counter-screen | 0.067% of 190,000 active | P08183 | CCRF-Adr cells, JC-1 efflux, flow cytometry | inhibition, % at 6.6 µM; in the data active = inhibition above about 40%;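 note: 0% = vehicle and 100% = reference inhibitor; higher value means more JC-1 retained so stronger ABCB1 efflux block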
# ABCG2 block – human ABCG2 inhibition, ABCB1 as counter-screen; IgMXP3 cells, JC-1 efflux, flow cytometry; Q9UNQ0; 0.1% of 190,000 active; inhibition, % at 6.6 µM;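 active = inhibition above 80%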;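 note: 0% = DMSO and 100% = nicardipine control wells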
# Target sequence (Q9UNQ0 whole entry, looked up): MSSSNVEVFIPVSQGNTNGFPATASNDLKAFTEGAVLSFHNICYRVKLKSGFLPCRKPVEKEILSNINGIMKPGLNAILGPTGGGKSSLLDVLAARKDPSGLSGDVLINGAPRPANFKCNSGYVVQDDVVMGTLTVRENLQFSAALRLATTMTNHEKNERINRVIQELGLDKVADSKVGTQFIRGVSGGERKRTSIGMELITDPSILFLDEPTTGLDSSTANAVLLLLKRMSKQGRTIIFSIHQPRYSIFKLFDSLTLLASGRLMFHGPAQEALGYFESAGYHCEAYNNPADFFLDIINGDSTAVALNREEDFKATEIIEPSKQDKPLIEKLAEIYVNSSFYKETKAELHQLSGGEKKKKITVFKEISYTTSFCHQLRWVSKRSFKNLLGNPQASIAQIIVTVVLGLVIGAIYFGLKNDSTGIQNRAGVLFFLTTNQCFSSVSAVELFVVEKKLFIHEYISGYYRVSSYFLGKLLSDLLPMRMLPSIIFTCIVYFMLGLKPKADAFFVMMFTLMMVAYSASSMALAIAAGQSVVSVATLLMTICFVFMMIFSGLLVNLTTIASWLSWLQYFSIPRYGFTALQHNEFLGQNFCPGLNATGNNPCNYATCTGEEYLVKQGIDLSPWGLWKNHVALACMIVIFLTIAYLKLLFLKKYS
#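 Read-out basis: Efflux inhibition in percent versus controls | Test system: ABCG2 IgMXP3 and barcoded ABCB1 CCRF-Adr cell mix | Quantity: 3 million cells/mL in well | Schedule: 10 min at 25 °C | Control set: Nicardipine as high control, DMSO as low control | Reagent: JC-1 as fluorescent efflux pump substrate | Signal: Flow cytometry of retained JC-1 fluorescence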
# * marks the source's active call; other numbers are inactive results; u = inconclusive; x = not tested or not shown.
SMILES,Bim-Mcl-1,Avidin bead fluor,RGS7-Gao,RGS8-Gao reg,GSH bead fluor,RGS4-Gao reg,Mcl1-Bid inh,Pf gamet viab,Mcl1 Noxa PPI,ABCB1 inh,ABCG2 block
C/C(=N\NC(=O)c1cccc(S(=O)(=O)Nc2ccccc2Cl)c1)c1ccco1,-1.0,15,98.9,102.1,7,104.7,-17.9,0.9,27.5,0.1,0.8
CC(C)c1ccc(NC(=S)NCCc2c[nH]c3ccccc23)cc1,-2.0,16,107.8,109.1,12,106.5,-33.0,x,3.8,-1.4,44.3
O=C(CCn1nnc2ccccc21)NNC(=O)C1CCCCC1,-1.0,14,90.7,96.0,12,94.3,-12.7,-14.0,-5.4,-0.2,-0.1
CC(OC(=O)CN(C)S(=O)(=O)c1ccc(Cl)cc1)C(=O)Nc1cccc(Cl)c1 (stereo unspecified),-1.0,10,101.6,101.0,16,99.8,-8.1,10.8,7.8,1.4,24.0
Cc1cccc(-c2noc(CCc3ccccc3)n2)c1,0.0,9,97.4,102.1,24,103.5,-5.2,x,2.9,0.2,1.6
CCN(CC)S(=O)(=O)c1ccc(Cl)c(C(=O)Nc2nncs2)c1,-1.0,5,100.6,101.5,32,99.7,13.4,21.0,0.8,0.9,4.9
COC(=O)c1cc(NC(=O)CCc2c(C)nc3ncnn3c2C)cc(C(=O)OC)c1,0.0,18,110.1,100.5,74,108.2,-17.8,11.9,-10.4,0.5,2.1
CN(C)S(=O)(=O)c1ccc(C(=O)NCc2ccc3[nH]c4c(c3c2)CCCC4)cc1,4.0,7,100.6,98.5,14,100.7,-13.4,x,-9.0,-0.3,0.1
CS(=O)(=O)N1N=C(c2cccs2)CC1c1ccco1 (stereo unspecified),1.0,10,102.2,103.0,11,99.9,-36.8,0.6,15.4,0.0,0.4
NC(=O)NC(Cc1ccccc1)C(=O)Nc1ccc(S(N)(=O)=O)cc1 (stereo unspecified),6.0,7,102.6,101.0,253*,98.8,-28.8,-21.0,-7.4,0.2,1.3
CC(C)(O)C#Cc1ccc(C(=O)NCCc2ccc(S(N)(=O)=O)cc2)cc1,0.0,22,106.1,107.8,28,106.8,-16.8,-2.0,-5.8,0.0,-0.3
Cc1ccc(/C(N)=N/OC(=O)N2CCOCC2)cc1,-2.0,13,97.3,98.5,20,100.8,-18.7,x,-1.1,0.6,1.1
C=CCn1c(SCC(=O)NCCCC(=O)OCC)nc2scc(-c3ccco3)c2c1=O,-1.0,27,94.4,102.2,11,98.5,-16.9,12.3,3.5,2.3,5.6
O=C(O)c1ccc(N2C(=O)C3ON(c4ccccc4)C(c4ccccc4F)C3C2=O)cc1 (stereo unspecified),-1.0,3,101.7,94.2,5,93.8,-3.2,-14.3,11.2,0.2,0.1
CN(Cc1ccccc1)C(=O)CC(c1ccccc1)c1cc(Cl)ccc1O (stereo unspecified),-2.0,21,100.0,92.0,15,98.8,-8.1,6.0,0.1,0.0,0.1
O=C(Cn1cnc2c(cnn2-c2ccc(Cl)cc2)c1=O)NCC1CCCO1 (stereo unspecified),-1.0,31,93.6,95.4,14,96.3,-18.5,x,14.4,0.1,1.6
O=C(COC(=O)c1cc2c(s1)CCCC2)Nc1ccc(Cl)cn1,-3.0,13,103.6,103.7,11,105.0,-23.1,1.5,12.6,0.4,2.2
Cc1ccc(C(=O)CC(C(=O)O)n2cccn2)cc1 (stereo unspecified),0.0,38,103.5,101.7,20,103.2,13.7,x,9.9,1.4,22.0
C=CCSC1=N/C(=C\c2cc(OCC)c(OC(C)=O)c([N+](=O)[O-])c2)C(=O)S1,-1.0,10,95.0,108.9,4,99.0,-79.8,-9.2,8.7,-0.5,-0.7
O=C1C(=O)N(Cc2ccco2)C(c2cccs2)/C1=C(\O)c1cccc([N+](=O)[O-])c1 (stereo unspecified),x,4,u,99.8,x,97.7,15.2,-9.5,20.7,x,x
O=C(COC(=O)CN1C(=O)c2ccccc2C1=O)Nc1ccc(S(=O)(=O)N2CCCC2)cc1,-4.0,8,100.0,101.8,33,95.7,1.5,x,-16.9,0.2,1.8
CCCN(CC(=O)Nc1cc(Cl)cc(Cl)c1)CC(=O)Nc1ccc(F)c(F)c1F,-8.0,18,99.3,102.7,16,98.8,5.5,-12.9,6.9,1.0,14.9
CCc1cccc2c(C(=O)CN3C(=O)NC(C)(c4cccc5ccccc45)C3=O)c[nH]c12 (stereo unspecified),1.0,5,94.5,100.0,16,95.0,-50.4,-35.0,-5.7,-1.2,-1.5
CCCCOC(=O)Nc1ccccc1C(N)=O,0.0,31,100.3,102.2,22,103.2,-3.3,6.0,-0.6,0.3,31.2
COc1ccc(-n2c(O)c(/C=N/Nc3nc(C)cc(C)n3)c3ccccc3c2=O)cc1OC,-1.0,9,u,100.8,14,100.4,-1.9,-124.4,6.9,-0.5,-0.7
Cc1ccc(C(=O)CSc2nnc3c4ccccc4nc(C(C)(C)C)n23)cc1,-8.0,10,99.9,100.0,12,100.1,-32.2,10.2,-25.7,2.3,30.4
Cc1[nH]c(=S)c(C#N)c(C)c1Cc1ccccc1,x,6,u,82.5,x,96.8,-50.8,11.0,-5.1,x,x
COc1ccccc1NC(=O)Cn1cnc2c(cnn2-c2ccc(C)c(C)c2)c1=O,-3.0,39,102.9,99.4,13,103.9,-5.6,x,4.8,-0.1,-0.7
O=C(NCc1ccc(C(F)(F)F)cc1)C1CC(c2ccccc2C(F)(F)F)=NO1 (stereo unspecified),x,11,u,103.2,x,106.0,-17.7,-12.4,-9.1,x,x
CNc1nc2[nH]c(=O)c3c(c2s1)OC(N)=C(C#N)C3c1cccc(F)c1 (stereo unspecified),-7.0,9,94.6,103.3,33,99.5,-22.1,x,33.1,2.1,-0.6
Cc1cccc(C)c1NC(=O)N1CC=C(n2c(=O)[nH]c3ccccc32)CC1,-3.0,23,92.0,93.8,14,90.4,-9.1,x,2.9,0.0,0.1
Cc1cc2ccccn2c1C(=O)c1nc(N2CCOCC2)ncc1Cl,0.0,6,89.2,88.2,12,89.4,3.2,x,-7.8,0.1,2.1
C#CCOCCOCCOCCNc1nc(N2CCN(C(=O)[C@H](CCCCN)n3cc(C(N)CO)nn3)CC2)nc(N2CCN(C(=O)[C@H](CCC(=O)O)n3cc(C(N)[C@H](C)CC)nn3)CC2)n1 (stereo partly specified),0.0,5,125.5,119.7,19,121.3,35.7,x,31.5,0.1,-0.1
Cc1ccc(NC(=O)c2ccc(CNc3c(N4CCC(C)CC4)c(=O)c3=O)cc2)cc1,x,7,u,103.2,x,100.0,-6.1,-13.8,9.8,x,x
COC(=O)c1ccc(C(=O)OC)c(NC(=O)COC(=O)c2ccc(OC)c(OC)c2OC)c1,-6.0,13,100.5,99.9,18,97.6,19.1,x,-5.7,0.8,4.0
CCNc1nc2nonc2nc1NCC,0.0,9,97.0,97.8,20,97.2,-7.1,9.3,5.5,0.2,0.3
Cc1c(CN(C)C)c2c(n1C)C(=O)c1ccc(Br)cc1-2,-2.0,3,102.9,101.1,20,105.7,4.9,x,3.5,0.6,2.7
O=C(NC(Cc1ccccc1)c1ccc2c(c1)OCCCO2)c1ccccc1 (stereo unspecified),-5.0,27,97.9,102.1,23,100.6,-9.6,x,5.5,0.6,0.6
O=C1C(Cl)=C(NCC2CCCO2)C(=O)N1c1cccc(Cl)c1Cl (stereo unspecified),1.0,7,101.6,100.8,20,100.3,-13.2,-6.8,-3.1,0.1,0.4
COc1ccc(-c2nc3c(-c4ccc(F)cc4)cnn3cc2C)cc1F,1.0,6,99.3,101.6,12,101.2,-38.1,3.5,0.4,2.1,2.5
O=C(Cc1cccc2ccccc12)N/N=C/c1ccc2cccc(O)c2n1,x,7,u,99.3,x,102.2,-79.7,-28.1,-22.3,x,x
CCOC(=O)N1CCN(S(=O)(=O)/C=C/c2ccccc2)CC1,0.0,15,104.3,101.3,30,104.5,-1.2,4.3,-6.8,1.0,1.5
CC(C)NC(=O)c1onc(CSc2cccc(Cl)c2)c1C(=O)O,-1.0,11,98.8,100.1,41,100.7,10.4,25.6,34.5,0.1,3.2
COc1ccc(CNC(=O)COC(=O)c2ccco2)cc1,-2.0,10,100.7,101.5,19,106.1,-30.5,12.5,1.3,0.2,2.1
CCOc1c2c(nc3ccc(Cl)cc13)CCC2,-4.0,15,99.2,101.6,32,99.0,-5.7,x,26.5,-0.2,61.9
CCc1cc2c(cc3c(=O)n(CC(=O)N4CCN(c5ccccn5)CC4)nc(CC)n32)s1,0.0,9,106.7,105.4,15,105.1,-26.7,-3.4,-7.0,2.4,34.2
COC(=O)c1sc2nc(C)cc(C)c2c1N,0.0,8,108.9,102.7,8,104.4,-40.9,-3.8,14.4,0.6,17.0
O=C(COc1ccc([N+](=O)[O-])cc1)Nc1ccc(N2CCCC2)cc1,-2.0,11,94.2,100.4,9,91.4,-49.0,20.6,52.2*,0.6,8.6

# Shown tab-delimited: 5 of the compounds above.
mol	Bim-Mcl-1	Avidin bead fluor	RGS7-Gao	RGS8-Gao reg	GSH bead fluor	RGS4-Gao reg	Mcl1-Bid inh	Pf gamet viab	Mcl1 Noxa PPI	ABCB1 inh	ABCG2 block
O=C(Cc1cccc2ccccc12)N/N=C/c1ccc2cccc(O)c2n1	x	7	u	99.3	x	102.2	-79.7	-28.1	-22.3	x	x
COc1ccc(-c2nc3c(-c4ccc(F)cc4)cnn3cc2C)cc1F	1.0	6	99.3	101.6	12	101.2	-38.1	3.5	0.4	2.1	2.5
O=C1C(Cl)=C(NCC2CCCO2)C(=O)N1c1cccc(Cl)c1Cl (stereo unspecified)	1.0	7	101.6	100.8	20	100.3	-13.2	-6.8	-3.1	0.1	0.4
CCc1cc2c(cc3c(=O)n(CC(=O)N4CCN(c5ccccn5)CC4)nc(CC)n32)s1	0.0	9	106.7	105.4	15	105.1	-26.7	-3.4	-7.0	2.4	34.2
CCOC(=O)N1CCN(S(=O)(=O)/C=C/c2ccccc2)CC1	0.0	15	104.3	101.3	30	104.5	-1.2	4.3	-6.8	1.0	1.5

# (further entries)
SMILES,Bim-Mcl-1,Avidin bead fluor,RGS7-Gao,RGS8-Gao reg,GSH bead fluor,RGS4-Gao reg,Mcl1-Bid inh,Pf gamet viab,Mcl1 Noxa PPI,ABCB1 inh,ABCG2 block
CN(CC(=O)Nc1ccncc1)S(=O)(=O)c1ccc(Cl)cc1,-2.0,10,101.1,102.8,39,100.0,-12.5,-21.6,6.8,0.4,0.8
CN1CCN(C(=O)c2ccc(Cl)c(S(=O)(=O)N3CCCCC3)c2)CC1,0.0,11,101.0,102.1,28,102.8,5.6,-6.9,-2.1,0.0,2.3
Cc1cc(C(=O)NCc2ccccc2)c(=O)[nH]c1C,5.0,6,99.2,98.1,16,94.4,23.7,0.6,5.8,x,x
O=C(NCc1ccc2c(c1)OCO2)c1cc(-c2ccc(Cl)cc2Cl)on1,0.0,11,100.9,100.6,11,100.1,-50.8,2.9,-19.9,-0.3,0.5
Cc1ccc(-n2c(SCC(=O)NCCN3C(=O)CSC3=O)nnc2-c2ccccc2)cc1,0.0,8,87.0,77.8,5,89.8,-25.0,-9.9,17.3,0.5,3.9
c1ccc(-n2c(-c3cccs3)nc3nc4ccccc4nc32)cc1,-6.0,9,101.0,104.7,9,101.3,1.7,4.6,12.0,-0.5,-3.2
